Screening data from PubChem.
D2 ag = D2 dopamine receptor (human) agonism; P14416; HEK293 T-REx D2 cells, calcium flux agonist mode; activation, % at 2 µM; 340,000 tested, 0.53% active; AID 485358;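 active = activation over 3 SD above normal in the single-dose calcium agonist read, cut at about 30% in these data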; also: 0% is about no effect
Target sequence (P14416 whole entry, looked up): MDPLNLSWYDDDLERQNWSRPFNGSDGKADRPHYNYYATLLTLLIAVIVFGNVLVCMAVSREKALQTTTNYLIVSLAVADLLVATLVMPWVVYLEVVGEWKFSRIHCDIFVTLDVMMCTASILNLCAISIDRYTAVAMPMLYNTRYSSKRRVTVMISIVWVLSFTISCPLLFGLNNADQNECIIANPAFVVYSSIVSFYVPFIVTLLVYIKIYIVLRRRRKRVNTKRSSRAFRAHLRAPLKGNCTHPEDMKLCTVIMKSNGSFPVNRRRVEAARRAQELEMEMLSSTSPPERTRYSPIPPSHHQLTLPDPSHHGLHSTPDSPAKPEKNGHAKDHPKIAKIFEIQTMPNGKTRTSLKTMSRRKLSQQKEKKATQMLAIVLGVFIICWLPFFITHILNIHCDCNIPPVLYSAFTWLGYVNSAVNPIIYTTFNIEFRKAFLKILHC
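Tetracycline-induced HEK293 T-REx cells with force-coupled D2 receptor, plated overnight at 30 C, loaded with no-wash calcium dye. After a 10 s baseline, compound was pin-added and calcium flux read kinetically for 180 s; calcium rises flagged agonists.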
mIDH1 inhibitor = human IDH1 R132H inhibition; O75874; IDH1-R132H enzyme, NADPH consumption, diaphorase/resazurin fluorescence; Potency, µM (highest dose often 76.6 µM), without a hit: at the top dose activity change, negative = inhibition, most hits filed as inhibitors; 390,000 tested, 0.093% active; also: potency is read from the fitted curve at half-maximal effect; % is scaled to controls: 0 for no effect and ±100 for the full control effect; nearly all actives have a fitted effect of over 65% in size
Target sequence (O75874 whole entry R132H, stated change not applied): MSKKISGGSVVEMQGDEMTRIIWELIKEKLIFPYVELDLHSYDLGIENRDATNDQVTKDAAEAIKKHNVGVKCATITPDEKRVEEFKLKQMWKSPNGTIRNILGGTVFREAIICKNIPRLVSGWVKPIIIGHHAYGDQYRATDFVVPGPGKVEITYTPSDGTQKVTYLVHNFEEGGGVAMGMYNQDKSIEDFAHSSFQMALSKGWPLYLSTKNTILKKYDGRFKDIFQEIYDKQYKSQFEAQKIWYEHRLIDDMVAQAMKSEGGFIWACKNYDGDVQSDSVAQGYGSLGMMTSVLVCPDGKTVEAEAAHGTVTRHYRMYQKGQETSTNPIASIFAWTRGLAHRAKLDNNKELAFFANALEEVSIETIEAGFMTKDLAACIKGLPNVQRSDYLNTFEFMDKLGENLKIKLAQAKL
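IDH1-R132H (0.5 ug/mL dispensed) in pH 7.5 Tris buffer was preincubated 30 min with compound, then given a substrate mix of 0.016 mM NADPH and 2 mM alpha-KG for 80 min at room temperature; remaining NADPH was read by diaphorase/resazurin fluorescence.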
USP1 inh = USP1/UAF1 (human) deubiquitinase inhibition; O94782; recombinant USP1/UAF1, Ub-Rhodamine cleavage fluorescence; Potency, µM (top dose mostly 57.1 µM), inactives show top-dose activity change, negative = inhibition, actives largely listed as inhibitors; 390,000 tested, 0.23% active; AID 743255; also: potency is read from the fitted curve at half-maximal effect; % is scaled to controls: 0 for no effect and ±100 for the full control effect; nearly all actives have a fitted effect of over 60% in size; inactives centre near -12
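USP1/UAF1 complex (1 nM) preincubated 15 min at room temperature with compound, then Ub-Rho substrate (150 nM final) added. Kinetic fluorescence at 480/540 nm over 6 reads at 60 s intervals; 50 mM HEPES pH 7.8, 0.5 mM EDTA, 0.1 mg/ml BSA, 1 mM TCEP, 0.01% Tween-20.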
TrxR1 substrate = rat thioredoxin reductase 1 substrate activity. O89049. purified TrxR1 substrate turnover, NADPH consumption readout. Potency, µM (highest dose often 114 µM), without a hit: at the top dose activity change, negative = substrate turnover. 390,000 tested, 0.01% active; also: potency is read from the fitted curve at half-maximal effect; % is scaled to controls: 0 for no effect and ±100 for the full control effect; nearly all actives have a fitted effect of over 50% in size
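Rat TrxR1, dispensed at 90 nM, was prereduced with 400 uM NADPH (final) for 5 min at ~22 deg C, then incubated with compound 15 min before 400 uM selenite. A first-read NADPH fluorescence drop versus no-compound background flagged substrates.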
Pin1 inhibitor = blocks the human prolyl isomerase Pin1; Pin1 FP peptide displacement, HiFluor488, 10 min; Potency, µM (top dose mostly 115 µM), for the others: top-dose activity, negative = inhibition, hits mostly inhibitors; 390,000 tested, 0.009% active; AID 504891; active = well fitted inhibition curve with a large enough effect in the polarisation, with a control signal flat, not every such curve was filed as active; inconclusive = small, poorly fitted or top-dose-only effect, or effect the other way, or a change in a side signal; inactive = no such curve, though single readings can be large or run the other way; the % refers to the polarisation; also: potency is read from the fitted curve at half-maximal effect; % is scaled to controls: 0 for no effect and ±100 for the full control effect
Target sequence (Q13526 whole entry, looked up): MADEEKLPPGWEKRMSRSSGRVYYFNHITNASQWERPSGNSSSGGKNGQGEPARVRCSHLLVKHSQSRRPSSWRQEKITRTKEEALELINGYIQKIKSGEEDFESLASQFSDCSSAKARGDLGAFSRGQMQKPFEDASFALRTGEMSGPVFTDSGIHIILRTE
TRHR enhancer = TRH receptor (human) allosteric enhancement | AID 493056 | 360,000 tested, 0.66% active | TRHR cells, fluo-8 calcium fluorescence, EC20 TRH enhancement | enhancement, % at 2 µM; in the data active = enhancement above about 30%; also: 0% is about no effect
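Enhancer read-out: after compound pinning and an initial kinetic agonist-mode read, an EC20 of TRH (10 nM final) was injected and fluo-8 calcium signal (Ex 480/Em 530) followed at 1 s/cycle for 100 cycles in TRHR-expressing cells.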
TRHR ag = agonists of human TRH receptor | P34981 | TRHR cells, calcium flux fluo-8, FDSS agonist mode | activation, % at 2 µM | 360,000 tested, 0.18% active; in the data active = activation above about 30%; also: 0% is about no effect
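Read-out: compound-evoked intracellular calcium rise in TRHR cells, fluo-8 dye, kinetic FDSS fluorescence at 1 s/cycle following a 10-cycle baseline. Cells cultured overnight before dye loading (30 min–1.5 h, RT).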
D2 antag = antagonizes the human D2 dopamine receptor; P14416; HEK293 TREx D2 cells, calcium flux, dopamine EC80; inhibition, % at 10 µM; 340,000 tested, 2% active; AID 485344; in the data active = inhibition above about 30%; also: 0% is about no effect
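Overnight-induced (tetracycline, 30 C) HEK293 T-REx cells carrying force-coupled D2 receive a no-wash calcium dye, then compound, then EC80 dopamine at 180 s; signals are read kinetically throughout.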
rTrxR1 inhibitor = inhibitors of rat thioredoxin reductase 1. Potency, µM (highest dose often 114 µM), inactives show at the top dose activity change, negative = inhibition, actives largely listed as inhibitors. recombinant rTrxR1, NADPH fluorescence consumption, selenite substrate. 390,000 tested, 1% active; also: potency is read from the fitted curve at half-maximal effect; % is scaled to controls: 0 for no effect and ±100 for the full control effect; nearly all actives have a fitted effect of over 65% in size
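Rat TrxR1 (90 nM in the dispensed reagent) was pre-reduced with 400 uM NADPH for 5 min at room temperature, then incubated with compound for 15 min. After 400 uM selenite was added, NADPH fluorescence (Ex 340/Em 450 nm) was followed for 8 min.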
The depositor's hits bear a star; ? = inconclusive; / = no result given; [ ] = remark or other dose. Unless noted, calls follow the shape of the dose curve; as a rule, active = well fitted inhibition curve with a large enough effect; inconclusive = small, poorly fitted or top-dose-only effect; inactive = no such curve, though single readings can be large or run the other way. These rows are one share of the data; rates above refer to the full screens.

SMILES	D2 ag	mIDH1 inhibitor	USP1 inh	TrxR1 substrate	Pin1 inhibitor	TRHR enhancer	TRHR ag	D2 antag	rTrxR1 inhibitor
CC(=O)c1cccc(NC(=O)c2sc(-n3nc(C)c(CCC(C)C)c3C)nc2C)c1	1.2	-13%	2%	-1%	-3%	4	-1.2	/	12%
COc1cc(CN2CCN(C(=O)CC(C)C)CC2)cc(OC)c1OC	-0.2	8%	-22%	-2%	-14%	2	-0.7	-1	-2%
CCCOc1ccc(N2C(=O)CC(N(CCc3ccc(OC)cc3)C(=O)c3cccc(F)c3)C2=O)cc1 (configuration not stated)	0.3	1%	-23%	5%[57.1 µM]	23%	-5	-0.1	0	16%[57.1 µM]
COc1ccc(NC(=O)C2CCCN(S(=O)(=O)c3ccc(Br)s3)C2)cc1 (configuration not stated)	-1.5	-9%	?	-9%	-6%	-7	-0.2	/	-5%
O=C(CCC(=O)OCC(=O)c1ccc(Cl)cc1Cl)Nc1cccc2cccnc12	1.0	1%	-24%	-9%	5%	3	0.9	0	-13%
c1ccc(Nc2cccc(Nc3ccccc3)c2)cc1	/	1%	-22%	-8%	3%	4	0.2	/	-9%
O=C(CCN1C(=O)C2C3C=CC(C3)C2C1=O)N1CCN(c2ccc([N+](=O)[O-])cc2)CC1 (configuration not stated)	0.6	-6%	-10%	-12%	8%	2	2.7	-2	1%
CC(C)CC1NC(=O)N(CC(=O)Nc2ccc(OCc3ccccc3)cc2)C1=O (configuration not stated)	1.2	3%	-16%	17%[57.1 µM]	-2%	11	1.7	26	11%
CCc1ccc(NCc2nc3ccccc3c(=O)[nH]2)cc1	-0.3	-4%	-14%	-5%	7%	3	0.4	-32	-7%
CC(=O)c1ccc(N2CCCC2)c(F)c1	0.2	/	/	/	/	0	-0.8	0	/
Cc1ccc(-n2c(=O)c3oc4ccccc4c3n(Cc3ccccc3)c2=O)cc1C	-0.9	-24%	-7%	-5%	24%	-8	0.3	/	-9%
COC(=O)Cc1ccc(NC(=S)Nc2ccc(N3CCOCC3)cc2)cc1	0.5	0%	-21%	3%	-10%	-5	0.7	2	-14%
Cc1cccc2c(=O)c(-c3ccc4c(c3)OCO4)c(NC(=O)c3ccco3)oc12	0.0	4%	-17%	-10%	6%	-1	0.2	-16	-5%
Cc1sc2ncn(CC(=O)NCC(=O)N3CCN(c4ccccc4F)CC3)c(=O)c2c1C	1.6	0%	-20%	-2%	2%	0	-1.0	11	11%
COc1cccc(/C=C/C(=O)NNC(=O)c2ccccc2)c1OC	/	-3%	-22%	-3%	21%	/	/	/	8%
CN1CC(=O)N(C)c2nc(Br)n(C)c2C1=O	-0.1	-2%	-22%	-8%	-3%	2	0.9	-3	2%
C=CCNC(=O)Nc1cc(Cl)ccc1OC	0.7	6%	-22%	-7%	-2%	-1	-0.1	38*	-1%
CC(=O)Nc1ccc(S(=O)(=O)NC2(C(F)(F)F)N=C(c3ccccc3)NC2=O)cc1 (configuration not stated)	-0.4	0%	-4%	9%[57.1 µM]	-2%	0	0.2	12	-13%[57.1 µM]
COc1ccc(CCNC(=O)C(=O)NCC2OCCN2S(=O)(=O)c2ccc3c(c2)OCCO3)cc1OC (configuration not stated)	0.6	-4%	-20%	-3%	-6%	0	0.9	2	7%
Cc1ccc(C)c(NC(=O)CCC(=O)N/N=C/c2ccc3c(c2)OCO3)c1	0.9	11%	-12%	5%	9%	-7	-1.7	14	14%[11.4 µM]
NC(=O)CN1C(=O)C(=O)N(Cc2ccc(Cl)cc2)C1=O	1.5	-20%	-21%	0%[2.29 µM]	-1%	-5	0.6	16	6%[2.29 µM]
CCCC1=Nc2cc(C(=O)NCCCN3CCOCC3)ccc2Sc2ccccc21	0.6	8%	-18%	13%	-2%	1	0.3	-2	25%
CCN(CCO)c1ccc(NC(=S)Nc2cccc(S(=O)(=O)N(C)C)c2)cc1	0.6	8%	-26%	-3%	-8%	-2	0.6	2	?
C=C1CCN([C@@H](Cc2ccccc2)C(=O)N2CCOCC2)S(=O)(=O)c2ccccc21	/	-16%	-8%	12%[57.1 µM]	-8%	/	/	/	21%[57.1 µM]
COc1ccc(-n2nnc3c(=O)n(CC(=O)N4CCCCC4)cnc32)cc1	-1.7	3%	-14%	5%[57.1 µM]	0%	0	-1.4	3	4%[57.1 µM]
N#CCCN(C(=O)COC(=O)CCc1c[nH]c2ccccc12)c1ccc(F)cc1	-0.9	0%	-16%	-10%	-6%	22	-1.4	18	-9%
Cc1ccc(C)c(N2CCN(C(=O)c3c(C)oc4nc(C)nc(N5CCOCC5)c34)CC2)c1	0.8	1%	-26%	-10%	-17%	10	0.4	/	3%
O=C(c1ccc(NS(=O)(=O)c2ccc3c(c2)OCCO3)cc1)N1CCCCC1	-0.2	14%	-13%	-2%	-5%	-6	-0.5	7	20%
NCCc1nnc(SCc2c(F)cccc2Cl)o1	-0.3	-1%	-8%	4%	4%	7	-0.6	-3	11%
Cc1ccc(O)c(NC(=O)COCc2cc(-c3ccco3)on2)c1	-2.4	-7%	0%	-7%	-4%	4	-1.0	/	-15%
O=c1c2c(nc3cc(-c4ccc(Cl)cc4)[nH]n13)CCS2	-1.0	5%	-20%	-3%	20%	-1	-0.5	-3	-4%
CCn1cc(C(=O)O)c(=O)c2cc(F)c(N3CCN(C(=O)Nc4ccccc4)CC3)cc21	/	6%	-21%	27%	5%	4	0.3	/	-3%
COc1ccc(C(=O)Nc2ccc(NC(=O)c3cccs3)cn2)cc1	-0.5	-5%	-17%	8%	46%[activator]	4	0.7	-13	-1%
CCCOc1ccc(C2C(C(=O)c3ccc(C)o3)=C(O)C(=O)N2CCN2CCOCC2)cc1OC (configuration not stated)	-0.4	4%	-16%	-6%	14%	7	1.0	-11	50µM*
CC(=O)N1CCN(CCN2C(C)=CC(=C(C#N)C#N)C=C2C)CC1	-0.2	-4%	1%	-6%	-3%	-1	0.2	0	-5%[57.1 µM]
COc1ccc(CCn2c(C)cc(C(=O)CN3C(=O)C(=O)N(Cc4ccco4)C3=O)c2C)cc1	0.4	-18%	-8%	0%	7%	6	0.7	3	-5%
Cc1ccnc(NC(=O)C2CCCN(S(=O)(=O)c3ccc4[nH]c(=O)ccc4c3)C2)c1 (configuration not stated)	0.2	-4%	-18%	-11%	5%	2	0.0	17	-5%
O=C(NCc1ccccc1Cl)c1nnc(Cc2ccc(Cl)cc2)o1	0.3	-12%	-17%	4%	-6%	-1	-0.6	/	-30%
CC(=O)Oc1ccc2c(=O)c(/C=N/c3cc(=O)[nH]c(=S)[nH]3)coc2c1	-0.1	-24%	-12%	-19%	6%	2	0.5	-4	?
COc1ccc(C(=O)NCC(c2ccc3c(c2)OCO3)N2CCN(c3ccccc3F)CC2)cc1 (configuration not stated)	1.1	-14%	-17%	-3%[57.1 µM]	-3%	4	-0.3	/	16%[57.1 µM]
CCOC(=O)C1=CN(C(C)C)CCC1=O	/	-9%	-4%	-9%	4%	/	/	/	0%
c1ccc(N2CCN(Cc3cn4ccccc4n3)CC2)cc1	70*	14%	-17%	9%	-3%	-2	0.1	37*	22%
O=C(CP(=O)(O)CC(=O)c1ccccc1)c1ccccc1	1.8	1%	-17%	-4%[57.1 µM]	-6%	1	0.9	-17	-2%[57.1 µM]
CCOC(=O)c1cnc(SCC(=O)c2ccc3c(c2)OCCO3)nc1N	0.3	-1%	-27%	-15%	55%[activator]	-2	-0.6	9	-11%
C=CCn1c(-c2cc(-c3ccccc3)sc2N)n[nH]c1=S	0.5	-6%	-27%	-3%	1%	-3	0.5	-7	-9%
Cc1ccc(/C=N/NC(=O)c2ccc(-n3cnnn3)cc2)cc1	-0.2	-9%	-11%	6%	-14%	-4	1.7	3	-4%
COc1ccc(CC2(CO)CCN(S(=O)(=O)c3sccc3C)CC2)cc1	-3.3	8%	-18%	-18%[57.1 µM]	5%	-5	-0.1	4	9%[57.1 µM]
O=C(Cn1cc([N+](=O)[O-])ccc1=O)NCC(=O)Nc1ccc(F)c(F)c1F	/	-5%	-10%	-17%	0%	/	/	/	-10%
CCCC(=O)Nc1nc(-c2ccc(OC)cc2)cs1	0.1	3%	-19%	-5%	-2%	1	0.2	-5	-13%
O=C(CSc1ccc(Br)cc1)N1CCN(S(=O)(=O)c2ccccc2)CC1	-1.9	2%	-16%	-15%	7%	9	-0.8	-14	5%
Cc1cc2c(cc1S(=O)(=O)N1CCN(c3cccc(C(F)(F)F)c3)CC1)OCC(=O)N2	1.0	-4%	-19%	4%	-1%	5	0.2	8	26%
CN1CCN(C(=O)c2ccc3c(c2)N(C)C(=O)/C(=C/c2cccc(Cl)c2)S3)CC1	1.3	-3%	-24%	0%	1%	-2	1.0	1	13%
CCOC(=O)c1c(-c2ccccc2)oc2ccc(NS(=O)(=O)c3ccc(C(C)C)cc3)cc12	-0.8	-18%	?	63%[activator]	10%	0	0.1	/	60%[activator]
CC(C)COc1cc(=O)[nH]c(SCC(C)C)n1	/	3%	-13%	-9%	10%	5	-0.3	/	-2%
CC(=O)Nc1ccc(C(=O)OCCc2ccccc2)cc1	-0.4	-11%	-2%	-1%	-5%	22	0.4	-1	22%
CC(C)n1nnnc1SCC(=O)Nc1ccccc1N1CCOCC1	-0.5	6%	-16%	14%[57.1 µM]	0%	9	-2.1	-17	16%
